Assay outcomes: PubChem BioAssay, several laboratories
MEKK2mut PB1 HTS = signal of MEK5 binding to mutant human MEKK2 PB1 domain; percent response, % at 10 µM; bead flow cytometry, Alexa488-MEK5 binding to MEKK2 mutant; 290,000 tested, 0.35% active; AID 1530; in the data active means percent response above about 24%, passing the limit was not always enough; further: inactives centre near 1; some results filed as inactive read as strong as hits; reference of the scale not given here
NALP1 inh = blocks the NALP1 inflammasome reconstituted in yeast; S. cerevisiae NALP1/ASC/caspase-1 growth, X-gal OD620, 72 h; inhibition, % at 10 µM; 280,000 tested, 0.61% active; AID 2071; in the data active means inhibition mostly above about 24%, no sharp cut-off; inactive means mostly below about 32%; further: some compounds called inactive have numbers as strong as hits
V1R ag counter = counter-screen for oxytocin receptor agonists: human V1a receptor agonists | CHO-V1R cells, Fluo-8 calcium fluorescence, agonist mode; 0% DMSO, 100% 3 nM vasopressin | activation, % at 3 µM | 320,000 tested, 0.25% active | AID 2797;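 active means activation above the mean activation of all tested compounds plus 3 SD, per screening run, cut at about 20% in these data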;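 further: signal is peak over basal fluorescence ratio across a 100 second FLIPR read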
M18AAP inhibitor = blocks P. falciparum M18 aspartyl aminopeptidase; recombinant PfM18AAP, H-Glu-NHMec fluorogenic cleavage; inhibition, % at 7.35 µM; 290,000 tested, 1.2% active; AID 1822;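 active means inhibition above the campaign mean inhibition over all tested compounds plus 3 SD, cut at about 28% in these data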;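 further: 0% = plate median of test compound wells and 100% = 2 mM ZnCl2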
MEKK2 WT-MEK5 = raises or lowers MEK5 binding to wildtype human MEKK2 PB1 domain | Q9Y2U5 | bead flow cytometry, Alexa488-MEK5 binding to MEKK2 WT; actives lie on both sides | binding response (% of control), % at 10 µM | 290,000 tested, 1.1% active | AID 1531; in the data active means binding response below about 67% or above about 130%
GalR3 antagonist = human GalR3 antagonism; O60755; HEK293 GalR3-CNG cAMP membrane potential fluorescence; galR3 body fused to GalR1 C-terminus; inhibition, % at 3 µM; 360,000 tested, 0.44% active;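 active means inhibition above the screen-wide average plus 3 SD, cut at about 13% in these data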;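 further: forskolin and galanin both at EC90 stimulate the cells; cAMP rise reported by CNG channel membrane potential dye signal; 0% = forskolin plus galanin with DMSO and 100% = forskolin alone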
Target sequence (O60755 1-299 limits assumed): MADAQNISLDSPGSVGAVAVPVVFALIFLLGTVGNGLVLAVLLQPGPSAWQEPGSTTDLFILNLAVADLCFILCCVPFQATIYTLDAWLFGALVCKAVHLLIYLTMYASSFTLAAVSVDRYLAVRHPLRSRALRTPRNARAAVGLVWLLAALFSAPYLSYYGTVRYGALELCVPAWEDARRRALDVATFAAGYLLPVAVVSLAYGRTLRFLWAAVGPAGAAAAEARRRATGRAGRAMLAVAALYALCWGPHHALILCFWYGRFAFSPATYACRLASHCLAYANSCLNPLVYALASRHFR
OXTR agonist = activates the human oxytocin receptor; AID 2435; 320,000 tested, 0.32% active; P30559; CHO-OTR cells, Fluo-8 calcium fluorescence; normalized: DMSO 0%, oxytocin 100%; activation, % at 3 µM;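 active means activation above the mean of all tested compounds plus 3 SD, cutoff set per screening run, cut at about 20% in these data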;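 further: peak over basal fluorescence ratio from a 100 s FLIPR kinetic read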
OXTR potentiator = potentiators of human oxytocin receptor | P30559 | CHO-OTR cells, Fluo-8 calcium fluorescence, potentiator mode; 0% = oxytocin EC15, 100% = EC100 | activation, % at 3 µM | 320,000 tested, 0.061% active;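 active means activation above that plate's cutoff, the mean activation of tested compounds plus 3 SD, cut at about 6.6% in these data, passing the limit was not always enough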;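 further: 100% uses oxytocin at 75 nM as the full agonist control; some results filed as inactive read as strong as hits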
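test system = CHO-OTR cells, human receptor | compound = single-point 3.0 µM | schedule = 6 min compound pre-incubation at room temperature, 100 s kinetic read | signal = Fluo-8 no-wash calcium dye fluorescence, excitation 470-495 nm, emission 515-575 nm | repeats = single well per compound, singlicate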
GPR7 antagonist = antagonists of human GPR7 (neuropeptides B/W receptor 1). P48145. GPR7-expressing cells, fluorescence antagonist assay. inhibition, % at 4.4 µM. 290,000 tested, 1.1% active. AID 1861; in the data active means inhibition above about 16%, passing the limit was not always enough;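 further: cells stimulated with the agonist NPW; 0% = agonist with vehicle and 100% = vehicle without agonist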
Target sequence (P48145 whole entry, looked up): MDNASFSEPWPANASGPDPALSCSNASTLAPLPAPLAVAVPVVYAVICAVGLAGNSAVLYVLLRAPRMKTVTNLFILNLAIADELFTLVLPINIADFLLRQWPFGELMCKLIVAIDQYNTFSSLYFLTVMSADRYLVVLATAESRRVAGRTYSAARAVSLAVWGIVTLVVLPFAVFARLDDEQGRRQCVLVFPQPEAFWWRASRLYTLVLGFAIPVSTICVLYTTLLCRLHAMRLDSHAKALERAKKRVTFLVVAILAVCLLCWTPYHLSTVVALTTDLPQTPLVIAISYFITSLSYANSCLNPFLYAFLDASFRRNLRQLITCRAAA
An asterisk follows results filed as active; . = no result given.

(1) Cc1ccccc1N1C(S)=C(C#N)C(=O)NC1c1cccs1 (stereo unspecified)
(2) COc1cccc(-c2ocnc2C(=O)Nc2ccc(N3CCOCC3)cc2N2CCOCC2)c1
(3) CCN(CC(=O)NCc1ccc(Cl)cc1)C(=O)Cc1ccc(OC)cc1
(4) COc1cc(C2SCC(=O)N2CCCN(C)C)cc(OC)c1OC (stereo unspecified)
(5) O=C(N/N=C/c1c[nH]c2ccc(Br)cc12)c1ccn(Cc2ccc(Cl)cc2Cl)n1
(6) c1ccc([C@H]2CN3CCSC3=N2)cc1
(7) Cn1c(/C(C#N)=C(\O)c2ccc(S(=O)(=O)N3CCCCC3)cc2)nc2ccccc21
(8) CCCC(CCC)n1[nH]c(=O)c2c(C)cc(C)nc21

Screen / compound no.	1	2	3	4	5	6	7	8
MEKK2mut PB1 HTS	2	-3	-3	6	-4	.	.	-2
NALP1 inh	38	19	18	59	13	.	11	12
V1R ag counter	-0.3	0.9	0.4	0.2	0.5	1.0	0.1	2.8
M18AAP inhibitor	22	-1	1	-7	1	.	3	2
MEKK2 WT-MEK5	102	98	97	108	98	.	.	98
GalR3 antagonist	1	-9	-4	1	-4	-3	-6	0
OXTR agonist	0.0	0.4	0.5	-0.4	0.2	1.2	0.7	-2.3
OXTR potentiator	-15	6	0	-7	-2	-3	-9	-7
GPR7 antagonist	9	-7	-6	7	-2	.	1	-14

(9) COC(=O)NNC(=O)Cc1cccc2ccccc12
(10) CCS(=O)(=O)N1CCC(NC(=O)C2CCCCC2)CC1
(11) O=C1C2C3C=CC(C3)C2C(=O)N1c1ccc2ccccc2c1 (stereo unspecified)
(12) COc1ccc(CNC(=O)C2CCCN(S(=O)(=O)c3ccc4c(c3)CCCN4C(C)=O)C2)cc1 (stereo unspecified)
(13) Cc1ccc(CNC(=O)Cn2cnc3c(NC(=O)OCc4ccccc4)ncnc32)o1
(14) COC(CNc1ccc([N+](=O)[O-])c(NCC(OC)OC)c1C#N)OC
(15) COc1ccc(N(CC(=O)NC2CCCCC2)C(=O)CNC(=O)c2ccco2)c(OC)c1
(16) CCOC(=O)N1CCC(N2Cc3cccc(C(=O)Nc4ccc(OC)c(OC)c4)c3C2=O)CC1

Screen / compound no.	9	10	11	12	13	14	15	16
MEKK2mut PB1 HTS	-2	-3	26*	1	.	-2	4	1
NALP1 inh	6	24	11	12	.	-5	1	-7
V1R ag counter	0.5	1.1	1.4	4.2	0.3	0.2	2.0	0.8
M18AAP inhibitor	-1	-14	5	-13	.	2	-11	2
MEKK2 WT-MEK5	99	93	116	103	.	98	101	100
GalR3 antagonist	-5	0	-10	-1	-4	0	-5	.
OXTR agonist	0.0	0.0	-1.1	5.6	0.3	-0.4	1.8	0.9
OXTR potentiator	-2	-3	-5	-8	0	-3	-2	-6
GPR7 antagonist	0	6	3	-18	.	-9	-6	-4

Another view of part of the listing above:
no. | molecule | MEKK2mut PB1 HTS | NALP1 inh | V1R ag counter | M18AAP inhibitor | MEKK2 WT-MEK5 | GalR3 antagonist | OXTR agonist | OXTR potentiator | GPR7 antagonist
9 | COC(=O)NNC(=O)Cc1cccc2ccccc12 | -2 | 6 | 0.5 | -1 | 99 | -5 | 0.0 | -2 | 0
13 | Cc1ccc(CNC(=O)Cn2cnc3c(NC(=O)OCc4ccccc4)ncnc32)o1 | . | . | 0.3 | . | . | -4 | 0.3 | 0 | .
12 | COc1ccc(CNC(=O)C2CCCN(S(=O)(=O)c3ccc4c(c3)CCCN4C(C)=O)C2)cc1 (stereo unspecified) | 1 | 12 | 4.2 | -13 | 103 | -1 | 5.6 | -8 | -18
14 | COC(CNc1ccc([N+](=O)[O-])c(NCC(OC)OC)c1C#N)OC | -2 | -5 | 0.2 | 2 | 98 | 0 | -0.4 | -3 | -9
11 | O=C1C2C3C=CC(C3)C2C(=O)N1c1ccc2ccccc2c1 (stereo unspecified) | 26* | 11 | 1.4 | 5 | 116 | -10 | -1.1 | -5 | 3
16 | CCOC(=O)N1CCC(N2Cc3cccc(C(=O)Nc4ccc(OC)c(OC)c4)c3C2=O)CC1 | 1 | -7 | 0.8 | 2 | 100 | . | 0.9 | -6 | -4

Continuation.
(17) Cc1nc2nc(SCC(=O)Nc3cccc(F)c3)[nH]c2cc1Br
(18) Cc1cccc(C(C)C)c1NC(=O)CSc1ncnc2[nH]ncc12
(19) CCc1c(C#N)c(SCCC(=O)Nc2ccc(OC)cc2)nc2c1C(=O)CC(C)(C)C2
(20) CN(CC(=O)Nc1ccccc1Br)C(=O)C(Cc1ccccc1)NC(=O)c1ccccc1 (stereo unspecified)
(21) COc1ccc(C(=O)NCc2nnc(SCC(=O)Nc3nnc(C)s3)o2)cc1OC
(22) CSc1nc2ccccc2n1CC(=O)Nc1c(C)n(C)n(-c2ccccc2)c1=O
(23) O=C(NC1CCS(=O)(=O)C1)c1cccc(S(=O)(=O)N2CCCC2)c1 (stereo unspecified)
(24) COc1cccc(-c2cc(C(=O)NCc3ccc(Cl)cc3)no2)c1

Screen / compound no.	17	18	19	20	21	22	23	24
MEKK2mut PB1 HTS	1	.	-2	3	9	.	5	3
NALP1 inh	11	.	7	-1	-15	-8	19	.
V1R ag counter	12	4.5	-0.3	2.0	0.8	-0.4	0.7	0.6
M18AAP inhibitor	-6	.	2	-7	47*	-3	-12	-8
MEKK2 WT-MEK5	97	.	96	106	106	.	103	96
GalR3 antagonist	2	-6	-4	5	.	-6	-3	-3
OXTR agonist	5.0	1.8	-2.2	-0.9	0.3	-1.1	0.4	-0.1
OXTR potentiator	-7	1	-17	-4	2	0	-8	-3
GPR7 antagonist	-9	.	-6	-13	-14	-3	-2	-11

(25) O=C(Nc1nc2ccccc2s1)C1CC(=O)N(c2ccc(F)cc2)C1 (stereo unspecified)
(26) Cn1cc(-c2nnnn2-c2cccc(C(F)(F)F)c2)c(C(F)(F)F)n1
(27) O=C(/C=C/c1ccco1)OCC(=O)c1cccc([N+](=O)[O-])c1
(28) O=C(OCC(=O)c1cccs1)c1ccccc1
(29) COc1ccc(CCNC(=O)CCCCCN2C(=O)[C@@H]3Cc4ccccc4CN3C2=O)cc1OC

Screen / compound no.	25	26	27	28	29
MEKK2mut PB1 HTS	9	-3	-8	1	0
NALP1 inh	17	23	1	-6	20
V1R ag counter	2.3	2.8	0.1	0.1	8.5
M18AAP inhibitor	-6	8	1	2	0
MEKK2 WT-MEK5	131	96	96	101	98
GalR3 antagonist	-7	-7	-8	0	-7
OXTR agonist	2.5	3.8	1.0	-0.9	4.1
OXTR potentiator	-13	-5	1	-11	-2
GPR7 antagonist	-10	0	1	-5	3

Structural class: those above with an NH in an aromatic ring
(5) O=C(N/N=C/c1c[nH]c2ccc(Br)cc12)c1ccn(Cc2ccc(Cl)cc2Cl)n1
(8) CCCC(CCC)n1[nH]c(=O)c2c(C)cc(C)nc21
(17) Cc1nc2nc(SCC(=O)Nc3cccc(F)c3)[nH]c2cc1Br
(18) Cc1cccc(C(C)C)c1NC(=O)CSc1ncnc2[nH]ncc12

Screen / compound no.	5	8	17	18
MEKK2mut PB1 HTS	-4	-2	1	.
NALP1 inh	13	12	11	.
V1R ag counter	0.5	2.8	12	4.5
M18AAP inhibitor	1	2	-6	.
MEKK2 WT-MEK5	98	98	97	.
GalR3 antagonist	-4	0	2	-6
OXTR agonist	0.2	-2.3	5.0	1.8
OXTR potentiator	-2	-7	-7	1
GPR7 antagonist	-2	-14	-9	.

Compounds as they come, and some 4.1% of all compounds hit somewhere here.
